# From PubChem BioAssay
# FUS yeast rescue: qHTS for Suppressors of FUS Proteinopathy: Primary screen using FUS-linked yeast assay. actives 0.24% (n = 390,000). AID 1347120, 2019. S. cerevisiae FUS-expressing, growth rescue, OD600, 24 h. Potency, µM (highest dose often 76.6 µM), inactives show top-dose growth rescue (activation), usual class: activators;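 also: potency is read from the fitted curve at half-maximal effect; plate controls were DMSO vehicle for no effect and reference control for full effect; nearly all actives have a fitted effect of over 55% in size; some results filed as inactive show a strong effect at the top dose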
#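 Yeast expressing FUS under galactose induction, OD 0.005 in 2% galactose medium; compounds in a dilution series, 24 h at 30C. Growth rescue by absorbance at 600 nm; CP55940 positive control, DMSO negative.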
# EPAC2 antag: qHTS for Antagonist of cAMP-regulated guanine nucleotide exchange factor 2 (EPAC2): primary screen. Rap guanine nucleotide exchange factor 4 (Homo sapiens), Q8WZA2. EPAC2 GEF exchange of Rap1B-BODIPY-GDP, fluorescence. Potency, µM (series often up to 114 µM), without a hit: at the highest dose activity, negative = inhibition, actives largely listed as inhibitors. actives 0.18% (n = 360,000); also: potency is read from the fitted curve at half-maximal effect; % is scaled to controls: 0 for no effect and ±100 for the full control effect; nearly all actives have a fitted effect of over 45% in size; many of its hits are not listed in these tables
# Target sequence (Q8WZA2 whole entry, looked up): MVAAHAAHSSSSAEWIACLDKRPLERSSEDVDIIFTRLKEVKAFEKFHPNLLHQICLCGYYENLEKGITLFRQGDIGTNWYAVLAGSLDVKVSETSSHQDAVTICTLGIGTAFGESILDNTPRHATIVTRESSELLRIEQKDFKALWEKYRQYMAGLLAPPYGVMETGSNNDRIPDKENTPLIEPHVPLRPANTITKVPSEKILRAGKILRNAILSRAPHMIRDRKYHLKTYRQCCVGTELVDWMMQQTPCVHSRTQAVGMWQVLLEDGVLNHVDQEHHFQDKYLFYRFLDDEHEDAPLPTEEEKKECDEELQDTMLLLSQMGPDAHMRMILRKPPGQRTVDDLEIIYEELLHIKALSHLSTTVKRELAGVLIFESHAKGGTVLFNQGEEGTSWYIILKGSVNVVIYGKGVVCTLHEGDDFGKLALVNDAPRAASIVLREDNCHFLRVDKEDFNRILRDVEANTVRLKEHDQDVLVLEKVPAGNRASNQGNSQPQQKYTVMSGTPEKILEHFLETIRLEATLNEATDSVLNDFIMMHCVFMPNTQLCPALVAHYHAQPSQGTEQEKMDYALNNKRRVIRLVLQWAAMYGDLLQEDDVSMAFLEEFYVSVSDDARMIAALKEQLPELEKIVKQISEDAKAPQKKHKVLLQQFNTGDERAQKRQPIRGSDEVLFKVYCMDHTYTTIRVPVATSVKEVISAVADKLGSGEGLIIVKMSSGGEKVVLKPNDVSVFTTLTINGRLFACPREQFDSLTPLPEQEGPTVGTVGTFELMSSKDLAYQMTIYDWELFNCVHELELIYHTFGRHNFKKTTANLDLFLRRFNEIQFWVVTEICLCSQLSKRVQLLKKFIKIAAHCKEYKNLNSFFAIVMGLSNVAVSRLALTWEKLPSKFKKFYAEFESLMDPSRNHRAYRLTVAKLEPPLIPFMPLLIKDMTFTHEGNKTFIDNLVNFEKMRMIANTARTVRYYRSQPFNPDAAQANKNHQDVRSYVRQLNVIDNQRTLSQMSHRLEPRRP
# aSyn yeast inh: qHTS of alpha-syn Inhibitors; Potency, µM (top dose mostly 46.1 µM), for inactives: at the highest dose growth rescue (activation), usual class: activators; actives 0.14% (n = 370,000); Yeast expressing alpha-synuclein, growth rescue, BacTiter-Glo, 24 h; AID 652106, 2013; also: potency is read from the fitted curve at half-maximal effect; % of control where 0% means no effect; nearly all actives have a fitted effect of over 65% in size
#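 Galactose-induced alpha-syn yeast (OD600=0.02, raffinose-pregrown) + pinned cpd, 24 hr, 30 deg C; growth by BacTiter-Glo luminescence. Growth restoration scores as activation.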
# DRD3 agonist: qHTS of D3 Dopamine Receptor Agonist: qHTS; D(3) dopamine receptor (Homo sapiens), P35462; D3R DiscoveRx beta-arrestin cells, luminescence, 90 min; max activation, %; actives 0.58% (n = 410,000); AID 652048, 2013; in the data active = max activation above about 30%; also: 0% is about no effect; mostly tested at two doses, the higher about 12 µM
#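 Cells at 1500/well, incubated overnight, then treated with pinned compounds (dopamine as control) for 90 min at 37 degrees C. DiscoveRx reagent added for 30 - 60 minutes at room temperature; luminescence read.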
# EPAC2 ag: qHTS for Agonist of cAMP-regulated guanine nucleotide exchange factor 4 (EPAC2): primary screen; EPAC2 activation, biochemical qHTS; response scale: 100% = 6.5 mM cAMP response; Potency, µM (highest dose often 154 µM), without a hit: top-dose activation, actives largely listed as activators; actives 0.079% (n = 360,000); also: potency is read from the fitted curve at half-maximal effect; nearly all actives have a fitted effect of over 50% in size
#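 Fluorescence exchange assay: 100 nM EPAC2 with 250 nM RAP1B-BODIPY-GDP and 50 uM GDP; compounds tested as a concentration-titration series (qHTS). Loss of Rap1-bound BODIPY-GDP fluorescence read at 480/540 nm; data normalized to 6.5 mM cAMP.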
# DRD3 antagonist: qHTS of D3 Dopamine Receptor Antagonist: qHTS; D3R cells, DiscoveRx beta-arrestin luminescence, antagonist mode; hits give low values; max response, negative = inhibition, %; actives 2.5% (n = 360,000); in the data active = max response below about -50%; inconclusive = no clear call, values can overlap the other calls; also: % is scaled to controls: 0 for no effect and ±100 for the full control effect; mostly tested at two doses, the higher about 12 µM
#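 Cells expressing the human receptor were seeded at 1500 cells/well, incubated overnight at 37 degrees C in 5% CO2, then exposed to library compounds with dopamine controls for 90 minutes at 37 degrees C before luminescent detection.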
# TDP-43 yeast inh: qHTS of TDP-43 Inhibitors; Potency, µM (top dose mostly 46.1 µM), without a hit: top-dose growth rescue (activation), hits mostly activators; AID 652104, 2013; actives 1.8% (n = 410,000); TDP-43 expressing yeast growth rescue, BacTiter-Glo, 24 h; also: potency is read from the fitted curve at half-maximal effect; % of control where 0% means no effect; nearly all actives have a fitted effect of over 50% in size
#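 Yeast expressing TDP-43 (pregrown in raffinose, seeded at OD600=0.02 in galactose medium) exposed to compounds 24 hr at 30 deg C. Growth read by BacTiter-Glo luminescence; rescue of toxicity appears as increased signal.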
# Abeta rescue: qHTS for compounds that reverse cellular toxicity of Amyloid beta (A-beta) peptide in yeast: Primary Screen | AID 1347071, 2019 | actives 0.063% (n = 410,000) | yeast expressing A-beta42, growth rescue, OD600, 48 h; response scale: 0% DMSO, 100% iron-clioquinol control | Potency, µM (doses to about 46.1 µM), for inactives: at the top dose growth rescue, usual class: activators; also: potency is read from the fitted curve at half-maximal effect; nearly all actives have a fitted effect of over 55% in size
#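 Yeast A-beta toxicity model in growth medium with pinned compounds, 48 h at 30 C; growth read as absorbance at 600 nm. Normalized to FeCl3/clioquinol equimolar mix (positive) and DMSO (negative).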
# Starred values were filed as active, the others as inactive; ? = inconclusive; . = no result given; & = joins results of further samples; [ ] = another dose, or the depositor's remark. Unless noted, calls follow the shape of the dose curve; as a rule, active = well fitted curve in the direction sought with a large enough effect; inconclusive = small, poorly fitted or top-dose-only effect, or another doubt; inactive = no such curve, though single readings can be large; an effect the other way counts as inactive or inconclusive. The list is partial; the hit share may differ from the screen's.
SMILES,FUS yeast rescue,EPAC2 antag,aSyn yeast inh,DRD3 agonist,EPAC2 ag,DRD3 antagonist,TDP-43 yeast inh,Abeta rescue
Cc1[nH]n(C(N)=S)c(=O)c1N=Nc1ccc(Br)cc1,-10%,-6%,-20%,1,6%,-12,12%,15%
C#CCOCCOCCOCCNc1nc(N2CCN(C(=O)CCCCCCCCCCNC(=O)[C@H](CCCCN)n3cc(CCO)nn3)CC2)nc(N2CCN(C(=O)CCCCCCCCCCNC(=O)[C@H](CCCCN)n3cc(C[C@@H](C)CC)nn3)CC2)n1,?,-1%,-51%[inhibitor],0,?,0,0%,26%
CC#CCN(Cc1ccco1)C(=O)c1ccc(OC2CCN(Cc3ccccn3)CC2)cc1,.,22%,-8%,-22,8%,?,7%,-4%
CN1CCN(S(=O)(=O)c2ccc(Sc3nnnn3-c3ccccc3)c([N+](=O)[O-])c2)CC1,-2%,9%,2%,-3,8%,-20,2%,3%
Cc1noc(C)c1S(=O)(=O)Nc1ccc(C(=O)NCCc2ccccc2)cc1,8%,14%,-3%,0,-4%,-4,-7%,-4%
O=C(NCCc1cn2ccccc2n1)c1cc(COc2c(F)cccc2F)on1,2%,-4%,-4%,-1,4%,13,13%[9.22 µM],-18%
COCC1CCN(C(=O)c2ccc3oc(Cc4ccccc4)nc3c2)C1 (stereo not given),.,6%,8%,3,0%,6,23%,12%
CSc1ccc(-c2nnn(Cc3ccc(Br)cc3)n2)cc1,7%,2%,5%,3,-1%,22,15%,-1%
COc1cscc1C(=O)O,1%,4%,7%,8,4%,14,-4%,18%
O=C(CN1CCN(S(=O)(=O)c2ccc(Cl)cc2)CC1)NC1CCCC1,6%,-6%,12%,2,7%,2,8%,3%
O=C(NCc1ccccn1)c1nnc(Cc2ccc(Cl)cc2)o1,-5%,13%,0%,0,4%,-11,0%,-8%
COc1ccc(S(=O)(=O)NCC(c2ccc(F)cc2)N2CCOCC2)cc1Br (stereo not given),11%,-1%,0%,4,3%,19,-32%,-8%
CSc1nc2c(cc1C#N)CCC2,2%,2%,0%,3,9%,3,5%,15%
Cc1ccc(C(=O)COC(=O)c2cn(-c3ccccc3)nc2-c2ccccc2)cc1[N+](=O)[O-],.,8%,1%,12,-5%,6,16%,18%
O=C(NCCc1nc2ccccc2n1CCCOc1ccc(Cl)cc1)C1CCCCC1,33%,.,7%,-21,.,.,7%,-2%
Cc1c(C(=O)NNC(=O)c2ccncc2)oc2ccc(Br)cc12,26%,-8%,-2%,-4,2%,0,4%,3%
CC(=O)Nc1cccc(-c2csc(C(O)c3ccc(F)c(F)c3)n2)c1 (stereo not given),-6%,-19%,-2%,9,9%,2,?,-7%
CSCCC(NC(=O)/C(=C/c1ccc2c(c1)OCO2)NC(=O)c1cccc([N+](=O)[O-])c1)C(=O)O (stereo not given),-16%,-8%,-5%,-4,5%,0,-8%,7%
O=C(CCS(=O)(=O)c1ccccc1Cl)NCCC1=CCCCC1,14%,-5%,0%,1,1%,17,29%,?
CCC1=C(OC(=O)N(CC)CC)N2C(=O)OC(=NCC3CC3)[C@]2(C)[C@H]2C1=CC[C@H]1C(=O)NC(=O)[C@H]12,-13%,10%,1%,-16,4%,-6,15%,-6%

# Full records, looked up by structure.
# Shown for CN1CCN(S(=O)(=O)c2ccc(Sc3nnnn3-c3ccccc3)c([N+](=O)[O-])c2)CC1 → FUS yeast rescue = -2%; EPAC2 antag = 9%; aSyn yeast inh = 2%; DRD3 agonist = -3; EPAC2 ag = 8%; DRD3 antagonist = -20; TDP-43 yeast inh = 2%; Abeta rescue = 3%
# Shown for CC(=O)Nc1cccc(-c2csc(C(O)c3ccc(F)c(F)c3)n2)c1 (stereo not given) → FUS yeast rescue = -6%; EPAC2 antag = -19%; aSyn yeast inh = -2%; DRD3 agonist = 9; EPAC2 ag = 9%; DRD3 antagonist = 2; TDP-43 yeast inh = ?; Abeta rescue = -7%

# Other structures follow.
SMILES,FUS yeast rescue,EPAC2 antag,aSyn yeast inh,DRD3 agonist,EPAC2 ag,DRD3 antagonist,TDP-43 yeast inh,Abeta rescue
O=c1c2c3c(sc2n2cnnc2n1-c1ccccc1)N(Cc1ccccc1)CCC3,37%,-7%,-4%,0,6%,-27,-1%,-5%
O=c1c2cc(NC(=S)NC3CCCC3)ccc2nc2n1CCCCC2,19%,-7%,-4%,1,18%,-25,-13%[9.22 µM],-20%
CC1CCN(Cc2nnnn2CCCC(=O)N(C)C(C)c2ccccn2)CC1 (stereo not given),-10%,3%,-4%,1,3%,0,-6%,1%
CCN1CCN(c2nc3ccccc3n3cnnc23)CC1,-14%,13%,0%,-22,11%,-70*,-9%,.
COc1ccc(CN(Cc2cccn2C)S(=O)(=O)c2ccccc2)cc1,4%,-2%,1%,8,17%,8,26%,6%
Cn1c(=O)c(=O)n(C)c2cc(S(=O)(=O)N3CCOc4ccccc43)ccc21,5%,-6%,-5%,0,3%,-4,13%,-6%
CN1C(=O)CSc2ccc(NC(=O)N3CCN(c4ccccn4)CC3)cc21,.,12%,12%,1,-9%,37,-16%,-12%
Cc1c(C(=O)NC(=S)N(Cc2ccccc2)c2ccccn2)cccc1[N+](=O)[O-],-2%,10%,-7%,-2,-4%,1,24%,5%
COC(=O)c1cc2occc2n1CC(=O)Nc1ccc(C(C)C)cc1,9%,.,.,-1,.,.,16%,-14%
COc1cccc(-c2cnc(C(O)c3ccc(C)cc3)[nH]2)c1 (stereo not given),-14%,1%,-1%,-8,8%,-19,13%,4%
Cc1cc(C)n(-c2cccc(CN3CCC(CO)(Cc4ccccc4)CC3)c2)n1,20%,26%,-3%,-27,2%,?,-11%[0.397 µM],6%
O=C(Nc1ccc2c(c1)OCCO2)C(c1ccnc2ccccc12)n1c(=O)c(-c2ccco2)nc2ccccc21 (stereo not given),?,4%,8%,2,6%,0,0%,2%
CCNc1oc(-c2ccc(COc3ccc(Cl)cc3)o2)nc1C#N,-4%,.,.,2,.,.,7%,-1%
Clc1cccc(Cc2c(-c3cccc(Cl)c3)nc3c4ccccc4ccn23)c1,-2%,9%,-7%,-7,7%,?,17%,-11%
N#CC(=C=[N-])c1nc2ccccc2nc1-[n+]1ccccc1,24%&6%,4%&-2%,-8%&-6%,-2&-4,9%&-9%,-24&0,-20%&5%,-11%&-6%
N#CCC(=O)N1CCN(C(c2ccccc2)c2ccccc2)CC1,6%,-4%,1%,10,6%,5,-10%,0%
S=C(N/N=C/c1ccccc1Cl)Nc1ccccc1,27%,-8%,0%,-34,4%,-64*,5%,11%
COc1ccc(S(=O)(=O)N(C)CC(=O)Nc2ccc(C(F)(F)F)cc2)cc1Cl,-7%,-2%,3%,-10,-13%,8,5%,4%
COc1ccc(CC(=O)N[C@@H](CCSC)c2nc3ccccc3[nH]2)cc1,8%,2%,-9%,1,6%,6,-7%,-6%
O=C1CSC(c2ccccn2)N1c1ccc(Cl)c(Cl)c1 (stereo not given),3%,-3%,.,0,-3%,-11,15%,0%
COc1ccc(Nc2nc(C)c3ccccc3n2)cc1,12%,-1%,1%,-1,4%,0,0%,18%
N#Cc1ccc(NC(=O)Nc2ccc(Cl)cc2)cc1,1%,7%,-12%,4,2%,10,4%,7%
CC(c1nccs1)N(C)C(=O)c1cn(Cc2cccc3ccccc23)nn1 (stereo not given),32%,-3%,4%,0,6%,2,28%,9%
CC(/C=C/c1ccc(OCc2ccccc2)cc1)=N\O,17%,-3%,-2%,1,-1%,1,-10%,-5%
O=C(NC1CCCCCCC1)c1cc(F)c(F)cc1Cl,-11%,2%,1%,10,8%,-15,-16%,-17%
CCC1CN(C(=O)Nc2cccc(OC)c2)c2ccccc2O1 (stereo not given),30%,.,.,-16,.,.,30%,12%
COc1ccc2nc(NC(=O)CSc3nc(C)cc(=O)[nH]3)sc2c1,-3%,-12%,-1%,3,-2%,-6,1%,3%
COc1ccc(-c2ccc(C(=O)Nc3cccc(Oc4ccccc4)c3)c3occc23)c(C)c1,-4%,5%,0%,-2,11%,0,18%,-10%
Cc1ccc2c(=O)cc(C(=O)Nc3ccc(S(=O)(=O)N(C)Cc4ccccc4)cc3)oc2c1C,-27%,.,.,-9,.,.,-11%,-11%
O=C(N/C(=C/c1cccc([N+](=O)[O-])c1)C(=O)N1CCOCC1)c1ccccc1Br,.,7%,0%,-26,-7%,0,-21%,8%
C=CCn1c(SCC(=O)O)nc2sc(CC)cc2c1=O,12%,-1%,-1%,5,5%,-8,-12%,8%
CN1CCC(=NNC(=O)C(=O)NC(C)(C)C)CC1,-13%,7%,-8%,3,1%,6,-4%,10%
COc1ccccc1CCc1nnc(CCC(=O)NC(C)Cc2cccnc2)o1 (stereo not given),-12%,4%,-4%,10,9%,1,6%,-3%
COc1ccc(/C=C/C(=O)NC(CCSC)C(=O)O)cc1 (stereo not given),11%,14%,5%,3,2%,6,20%,-2%
COc1cc2ncc3c(-c4ccccc4)nn(-c4ccc(C)cc4)c3c2cc1OC,-8%,.,.,20,.,.,7.1µM*,-7%
COc1ccccc1CN(C)C(=O)c1ccccc1SCC(=O)N1CCCC1,-11%,2%,-8%,2,2%,31,13%,-5%
CCN(CC)c1ccc(NC(=O)CSc2nc3ccccc3c(=O)[nH]2)cc1,-37%,5%,-5%,-3,-1%,24,0%,14%[9.22 µM]
N#CCc1cccnc1Sc1ccc(Cl)cc1,-12%,-10%,-4%,-3,8%,11,?,-9%
CCN(CC)S(=O)(=O)c1cccc(N=NC2=C(O)CCCC2=O)c1,30%,4%,3%,1,-7%,4,0%,-6%
CC1(C)CC(=O)C(C=Nc2ccc3c(c2)OCO3)=C(O)C1,15%,20%,5%,-15,6%,0,0%,-30%
CCc1ccc(CNC(=O)C2CCC(=O)N2C2CCCCC2)cc1 (stereo not given),8%,-5%,-5%,11,-20%,6,-11%,1%
Cc1cccc(NC(=O)CNC(=O)Cn2ncc(Cl)c(Cl)c2=O)c1C,.,-1%,-13%,0,8%,-25,20%,8%
CCOC(=O)c1c(C)oc2nc(C)nc(NCC3CCN(Cc4ccccc4C)CC3)c12,3%,.,.,-19,.,.,2%,-21%
